From PubChem BioAssay
FUS yeast rescue – FUS proteinopathy suppression in yeast. Potency, µM (doses to about 76.6 µM), for inactives: at the highest dose growth rescue (activation), usual class: activators. S. cerevisiae FUS-expressing, growth rescue, OD600, 24 h. 0.24% of 390,000 active. AID 1347120;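 note: potency is the fitted concentration of half-maximal effect; plate controls were DMSO vehicle for no effect and reference control for full effect; nearly all actives have a fitted effect of over 55% in size; some results filed as inactive show a strong effect at the top dose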
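Yeast expressing FUS under galactose induction, OD 0.005 in 2% galactose medium; compounds in a dilution series, 24 h at 30C. Growth rescue by absorbance at 600 nm; CP55940 positive control, DMSO negative.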
TDP-43 yeast inh – TDP-43 toxicity inhibition in yeast; TDP-43 expressing yeast growth rescue, BacTiter-Glo, 24 h; Potency, µM (top dose mostly 46.1 µM), for inactives: at the top dose growth rescue (activation), hits mostly activators; 1.8% of 410,000 active; AID 652104; note: potency is the fitted concentration of half-maximal effect; % of control where 0% means no effect; nearly all actives have a fitted effect of over 50% in size
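Galactose-induced TDP-43 yeast, OD600=0.02, compound pinned; 24 hr, 30 deg C; BacTiter-Glo luminescence for growth. Inhibitors of TDP-43 toxicity read as activators.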
PTHR1 ag – PTHR1 (human) receptor agonism. Q03431. HEK293 GP2 PTHR1 cells, GloSensor cAMP luminescence, 1 h. Potency, µM (series often up to 115 µM), without a hit: at the top dose activation, most hits filed as activators. 0.075% of 410,000 active. AID 743266; note: potency is the fitted concentration of half-maximal effect; nearly all actives have a fitted effect of over 55% in size; some results filed as inactive show a strong effect at the top dose; inactives centre near -15; many of its hits are not listed in these tables
Target sequence (Q03431 whole entry, looked up): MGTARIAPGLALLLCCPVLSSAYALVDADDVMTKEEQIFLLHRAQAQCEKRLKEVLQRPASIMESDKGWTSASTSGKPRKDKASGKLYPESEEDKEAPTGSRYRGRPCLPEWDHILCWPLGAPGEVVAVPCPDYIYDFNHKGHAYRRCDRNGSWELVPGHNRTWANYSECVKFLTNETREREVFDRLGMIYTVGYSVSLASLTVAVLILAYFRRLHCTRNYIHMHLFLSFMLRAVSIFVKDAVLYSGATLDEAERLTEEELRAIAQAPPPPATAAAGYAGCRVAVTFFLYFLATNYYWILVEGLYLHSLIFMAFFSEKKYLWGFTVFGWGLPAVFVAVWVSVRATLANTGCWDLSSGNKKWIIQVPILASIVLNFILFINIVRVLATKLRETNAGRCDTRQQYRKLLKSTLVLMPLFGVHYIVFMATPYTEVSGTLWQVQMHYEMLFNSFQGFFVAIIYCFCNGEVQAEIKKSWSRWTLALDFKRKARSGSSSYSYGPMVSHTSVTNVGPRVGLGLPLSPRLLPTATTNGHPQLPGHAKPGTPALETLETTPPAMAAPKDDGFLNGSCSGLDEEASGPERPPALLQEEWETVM
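HEK-293-derived GP2 cells expressing PTHR1 and a GloSensor cAMP reporter, 3,000/well, plated overnight, given luciferin plus IBMX (each 0.5 mM as added) for 1 h at 37 °C, then compound for 1 h at 37 °C. Luminescence was read after 15 min at room temperature.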
aSyn yeast inh – inhibitors of alpha-synuclein toxicity in yeast. Yeast expressing alpha-synuclein, growth rescue, BacTiter-Glo, 24 h. Potency, µM (titrated, usually from 46.1 µM), inactives show at the highest dose growth rescue (activation), most hits filed as activators. 0.14% of 370,000 active; note: potency is the fitted concentration of half-maximal effect; % of control where 0% means no effect; nearly all actives have a fitted effect of over 65% in size
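Rescue of yeast growth: cells expressing toxic alpha-synuclein, induced in galactose at OD600 0.02, incubated with compound 24 h at 30 C. ATP luminescence quantified growth; inhibitors of toxicity appear as activators.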
GLP1R cytotox – cytotoxic in the GLP-1 receptor inverse agonist counter-screen; HEK293 cAMP-luciferase reporter cells, luminescence, 24 h; Potency, µM (doses to about 38.3 µM), without a hit: at the top dose activity change, negative = inhibition, most hits filed as inhibitors; 0.13% of 410,000 active;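 note: loss of luciferase light is scored as toxicity; potency is the fitted concentration of half-maximal effect; % is set by controls: 0 for no effect and ±100 for the full control effect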
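MLSMR compounds, 24 hr on cells at 37 deg C/5% CO2; luminescence after luciferase reagent (12 min RT). Inhibition counted as the undesired cytotoxic outcome.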
MmCpn inh – blocks the Methanococcus maripaludis chaperonin Mm-Cpn. purified Mm-Cpn ATPase, ADP Transcreener TR-FRET. Potency, µM (highest dose often 76.9 µM), without a hit: at the top dose activity, negative = inhibition, actives largely listed as inhibitors. 0.031% of 330,000 active; note: potency is the fitted concentration of half-maximal effect; % is set by controls: 0 for no effect and ±100 for the full control effect; nearly all actives have a fitted effect of over 80% in size
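ATPase turnover read by TR-FRET ADP competition (Eu cryptate antibody/ADP-d2, 665/590 nm): 10uM ATP final, 25nM Mm-CPN final, 30 min 37degC after 10-min compound preincubation, pH 7.4 Tris/KCl/MgCl2/DTT buffer.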
Abeta yeast res – restores growth of yeast expressing A-beta42 peptide; AID 1347071; Potency, µM (doses to about 46.1 µM), for inactives: at the top dose growth rescue, usual class: activators; 0.063% of 410,000 active; yeast expressing A-beta42, growth rescue, OD600, 48 h; response scale: 0% DMSO, 100% iron-clioquinol control; note: potency is the fitted concentration of half-maximal effect; nearly all actives have a fitted effect of over 55% in size
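Yeast A-beta toxicity model in growth medium with pinned compounds, 48 h at 30 C; growth read as absorbance at 600 nm. Normalized to FeCl3/clioquinol equimolar mix (positive) and DMSO (negative).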
pAkt inh – Akt phosphorylation inhibition. 0.32% of 360,000 active. Neuro2A IGF-stimulated pAkt S473 HTRF, 20 min; hits give low values. activity change, % for hits at 50 µM; in the data active = activity change below about -80%; inconclusive = mostly about -51% to -80%; note: % is set by controls: 0 for no effect and ±100 for the full control effect
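Neuro2A cells (4,500/well, DMEM with 0.5% FBS) were treated with compound at a single 50 µM final concentration, stimulated with 6 nM IGF for 20 min at 37 °C, and lysed. Phospho-Akt Ser473 was read by HTRF as 665/615 ratio ×10^4.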
GLP1R inv ag – inverse agonists of human GLP-1 receptor. AID 624417. HEK293 GLP-1R CRE-luciferase, luminescence, 24 h; GLP-1R form is constitutively active. Potency, µM (titrated, usually from 38.3 µM), inactives show at the top dose activity change, negative = inhibition, actives largely listed as inhibitors. 1.6% of 410,000 active; note: potency is the fitted concentration of half-maximal effect; % is set by controls: 0 for no effect and ±100 for the full control effect; nearly all actives have a fitted effect of over 55% in size
Target sequence (P43220 whole entry, looked up): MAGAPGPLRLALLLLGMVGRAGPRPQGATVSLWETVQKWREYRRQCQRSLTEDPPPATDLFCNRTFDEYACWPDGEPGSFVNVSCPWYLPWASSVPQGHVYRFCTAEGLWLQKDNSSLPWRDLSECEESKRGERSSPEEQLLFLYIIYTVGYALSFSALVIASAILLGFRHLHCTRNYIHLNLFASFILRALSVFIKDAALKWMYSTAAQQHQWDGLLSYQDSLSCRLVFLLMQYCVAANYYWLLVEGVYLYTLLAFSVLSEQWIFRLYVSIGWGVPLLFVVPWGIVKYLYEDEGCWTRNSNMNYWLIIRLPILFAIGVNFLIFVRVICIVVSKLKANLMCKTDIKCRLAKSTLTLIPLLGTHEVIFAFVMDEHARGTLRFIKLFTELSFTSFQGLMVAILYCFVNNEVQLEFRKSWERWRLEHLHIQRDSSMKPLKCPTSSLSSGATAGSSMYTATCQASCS
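Using stably transfected HEK293 (constitutively active GLP-1R, cAMP-luciferase reporter), compounds were incubated 24 hr and luciferase measured by luminescence.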
* marks the source's active call; other numbers are inactive results; i = inactive; ? = inconclusive; nt = not tested or not shown; [ ] = another dose, or the depositor's remark. Unless noted, calls come from the whole dose curve; as a rule, active = well fitted curve in the direction sought with a large enough effect; inconclusive = small, poorly fitted or top-dose-only effect, or another doubt; inactive = no such curve, though single readings can be large; an effect the other way counts as inactive or inconclusive. The list is partial; count on the stated rates, not on these rows.

structure	FUS yeast rescue	TDP-43 yeast inh	PTHR1 ag	aSyn yeast inh	GLP1R cytotox	MmCpn inh	Abeta yeast res	pAkt inh	GLP1R inv ag
CCN1CCN(c2ccc(NC(=O)c3cccc(OCc4ccccc4)c3)cc2)CC1	nt	-11%	-22%	-2%	13%	0%	-5%	i	?
COc1ccc(S(=O)(=O)N2CCC(O)(c3cccnc3)CC2)cc1OC	23%	-1%	-7%	4%	-2%	2%	13%	i	18%
Nc1cccc(-c2cnc3ccccc3n2)c1	1%	17%	i	0%	7%	0%	-11%	i	-15%
CCCCC(=O)NS(=O)(=O)c1ccc(NS(C)(=O)=O)cc1	11%	0%	i	2%	9%	1%	-8%	i	19%
Cc1ccc(C2CC2c2n[nH]c(=S)n2-c2cccc(Cl)c2)cc1 (configuration not stated)	10%	35µM*	i	9%	-17%	-1%	4%	i	-25%
NNc1nc(-c2ccccc2)c2cc(Cl)ccc2n1	38%	?	12%	-9%	-4%	-7%	-20%	i	114%[activator]
COc1ccc(-n2c(SCC(=O)Nc3ccc4c(c3)OCO4)nc3ccccc3c2=O)cc1	35%	0%	10%[57.5 µM]	-5%	-24%	-1%	8%	i	?
Cc1ccc(C)c(N(CC(=O)N2CCc3ccccc3C2)S(C)(=O)=O)c1	29%	-2%	-2%	0%	16%	nt	3%	i	-12%
Cc1nn(CCCC(=O)NCc2ccccc2)c(=O)c2cc3sccc3n12	-1%	15%	i	nt	11%	nt	-5%	nt	21%
COc1ccc2nc(C)cc(N3CCOCC3)c2c1	8%	-26%	-7%[57.5 µM]	4%	-2%	-1%	4%	i	3%
Oc1ccc2ccccc2c1Br	-23%	0%	-51%[inhibitor]	7%	1%	1%	0%	i	8%
COc1ccc(C)cc1S(=O)(=O)NCC(c1ccc2c(c1)OCO2)N1CCOCC1 (configuration not stated)	17%	-19%	21%	-7%	-2%	0%	-2%	i	4%
Cc1c(C(=O)Nc2ccc3c(c2)OCO3)sc2nc(-c3ccccc3)cn12	4%	-19%	-67%[inhibitor][57.5 µM]	0%	-24%	-2%	14%	?	-4%
Cc1ncc([N+](=O)[O-])n1CC(O)CCl (configuration not stated)	-34%	18%	i	2%	-3%	0%	-2%	i	4%
Cn1cnnc1SCc1ccccc1	nt	19%	i	1%	-3%	-1%	8%	i	17%
CC(=O)N1CCN(CC(O)COc2ccc(S(=O)(=O)N3CCOCC3)cc2)CC1 (configuration not stated)	-1%	0%	52%	-7%	3%	0%	5%	i	17%
Cc1cc(C(F)(F)F)nc(SCCN2CCCCC2)c1C#N	0%	0%	-15%	-19%	2%	-1%	-13%	i	-2%
CCNS(=O)(=O)c1ccc(NC(=O)CSc2nc(-c3ccco3)cc(C(F)(F)F)n2)cc1	28%	17%	-16%	nt	?	nt	-20%	nt	?
Cn1c2c(c(=O)n(C)c1=O)C(c1ccccc1[N+](=O)[O-])CC(=O)N2 (configuration not stated)	-12%	5%	-8%	nt	-3%	nt	-3%	nt	17%
COc1ccc(-n2c(=O)c3sc4ccccc4c3n(CC(=O)NCc3ccccc3)c2=O)cc1	-36%	3%	-15%	nt	-16%	nt	-4%	nt	20%
CCSc1nc2ccccc2n1Cc1ccccc1F	16%	14µM*	i	-11%	7%	3%	8%	i	?
COc1ccccc1NC(=O)CSc1nncn2c1cc1sccc12	-16%	14%	-23%	nt	-4%	nt	-2%	nt	-5%
CC(C)(C)C(=O)Nc1cc(NC(=O)C(C)(C)C)cc(C(=O)NNC(=O)c2ccncc2)c1	5%	-3%	-2%	-11%	-8%	0%	-7%	i	12%
CCC(=O)NC(c1ccc(C)cc1)c1ccc2cccnc2c1O (configuration not stated)	20%	nt	-7%	0%	-10%	-1%	?	i	?
CC[n+]1ccccc1/C=C1\Sc2ccc(C)cc2N1C	-22%	-15%	-15%	-8%	-18%	1%	-19%	i	?
CC(C)(C)c1ccc(C(=O)NCc2nnc(SCC(=O)NCC3CCCO3)o2)cc1 (configuration not stated)	29%	7%	i	0%	0%	3%	11%	i	4%
CCO[C@@H]1OC(C(=O)NC2CC2)=C[C@H](C)[C@H]1CCCO	-11%	7%	i	0%	0%	-2%	-9%	i	16%
Cc1ccc(CNC(=O)Nc2ccc(Cl)cc2)cc1	34%	12%	-4%	-3%	-5%	-1%	-5%	i	7%
CCOc1ccc(CCN2C(=O)C(=O)N([C@@H](Cc3ccc(O)cc3)CN3CCC[C@@H]3CN3C(=O)C(=O)NC[C@@H]3Cc3ccccc3)C[C@@H]2Cc2ccccc2)cc1	32%	4%	7%	1%	0%	nt	2%	i	8%
COC(=O)Cc1[nH]n(-c2nc3ccccc3s2)c(=O)c1C(C)=O	38%	-16%	-1%[57.5 µM]	-19%	-10%	0%	-21%	i	-16%

The results go on.
Short forms: A = FUS yeast rescue; B = TDP-43 yeast inh; C = PTHR1 ag; D = aSyn yeast inh; E = GLP1R cytotox; F = MmCpn inh; G = Abeta yeast res; H = pAkt inh; I = GLP1R inv ag
c1ccc(-c2csc(=Nc3cccnc3)n2CC2CCCO2)cc1 (configuration not stated)
  A = 18%; B = -7%; C = -4%; D = 2%; E = 13%; F = 1%; G = 24%; H = i; I = ?
CC1CCCN(C(=O)COC(=O)C2CCN(S(=O)(=O)c3c(Cl)cccc3Cl)CC2)C1 (configuration not stated)
  A = 26%; B = 27%; C = -5%; D = 9%; E = -6%; F = 1%; G = 4%; H = i; I = -15%
O=C(CN1CCCc2ccccc21)Nc1cc(S(=O)(=O)N2CCCC2)ccc1Cl
  A = 23%; B = 7%; C = -3%; D = -2%; E = 11%; F = -2%; G = -4%; H = i; I = ?
Cc1ccc(CC(=O)Nc2ccc(S(=O)(=O)N3CCOCC3)cc2)cc1
  A = 16%; B = 3%; C = i; D = 1%; E = 16%; F = -10%; G = 14%; H = i; I = ?
CCOC(=O)c1cc(OC(=O)c2ccccc2Br)n(-c2ccccc2)n1
  A = 27%; B = -15%; C = -10%[57.5 µM]; D = -1%; E = -8%; F = 2%; G = -23%; H = i; I = 0%
CC(=O)NS(=O)(=O)c1ccc(NC(=O)c2ccc3c(c2)NC(=O)CS3)cc1
  A = 5%; B = -13%; C = i; D = -10%; E = -1%; F = 1%; G = -6%; H = i; I = -1%
CC(C)N1CCC(C)(C(=O)Nc2cccc(Oc3ccccc3)c2)C1 (configuration not stated)
  A = -8%; B = 13%; C = i; D = 1%; E = 1%; F = nt; G = -6%; H = i; I = ?
COc1ccc2c(CNCCc3ccccc3C)c(C(=O)O)n(Cc3ccccc3C)c2c1
  A = -18%; B = 13%; C = i; D = nt; E = -5%; F = nt; G = -11%; H = nt; I = 8%
COc1ccc(C(=O)N2CCOC2CNC(=O)C(=O)NCc2ccc(C)cc2)cc1 (configuration not stated)
  A = 10%; B = 23%; C = -5%; D = 0%; E = -8%; F = nt; G = -3%; H = i; I = -8%
CC1CCN(c2ccc(NC(=O)Cn3c(=O)oc4ccccc43)cc2)CC1
  A = 9%; B = 0%; C = i; D = 7%; E = 0%; F = -1%; G = -18%; H = i; I = 9%
COc1ccc(O[C@@H]2O[C@H](COC(C)=O)[C@@H](OC(C)=O)[C@H](OC(C)=O)[C@H]2NC(C)=O)cc1
  A = nt; B = 9%; C = i; D = -2%; E = -1%; F = -5%; G = 20%; H = i; I = 16%
Clc1ccc2nc3ccccc3cc2c1
  A = 2%; B = ?; C = -11%; D = 10%; E = -4%; F = nt; G = -10%; H = i; I = 22%
CCc1nnc(NC(=O)c2cccc(OC)c2)s1
  A = -21%; B = 8%; C = i; D = 1%; E = 8%; F = 2%; G = -9%; H = i; I = 0%

In another format: results already given.
Order of results: FUS yeast rescue	TDP-43 yeast inh	PTHR1 ag	aSyn yeast inh	GLP1R cytotox	MmCpn inh	Abeta yeast res	pAkt inh	GLP1R inv ag
CC(C)N1CCC(C)(C(=O)Nc2cccc(Oc3ccccc3)c2)C1 (configuration not stated)
  -8%	13%	i	1%	1%	nt	-6%	i	?
COc1ccc2c(CNCCc3ccccc3C)c(C(=O)O)n(Cc3ccccc3C)c2c1
  -18%	13%	i	nt	-5%	nt	-11%	nt	8%
COc1ccc(C(=O)N2CCOC2CNC(=O)C(=O)NCc2ccc(C)cc2)cc1 (configuration not stated)
  10%	23%	-5%	0%	-8%	nt	-3%	i	-8%
CC1CCN(c2ccc(NC(=O)Cn3c(=O)oc4ccccc43)cc2)CC1
  9%	0%	i	7%	0%	-1%	-18%	i	9%
COc1ccc(O[C@@H]2O[C@H](COC(C)=O)[C@@H](OC(C)=O)[C@H](OC(C)=O)[C@H]2NC(C)=O)cc1
  nt	9%	i	-2%	-1%	-5%	20%	i	16%
Clc1ccc2nc3ccccc3cc2c1
  2%	?	-11%	10%	-4%	nt	-10%	i	22%
CCc1nnc(NC(=O)c2cccc(OC)c2)s1
  -21%	8%	i	1%	8%	2%	-9%	i	0%
